Source: PubChem BioAssay
Artemis inh – Artemis endonuclease inhibitors, primary screen, biochemical, fluorescence intensity, FAM/BHQ-1 hairpin substrate; Protein artemis (Homo sapiens), Q96SD1; inhibition, % at 10 µM; 0.78% of 30,000 active; recombinant Artemis, quenched FAM hairpin cleavage fluorescence;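 active means at 10 µM dose, at least 30% inhibition, measured as corrected fluorescence normalized to stimulator and neutral control wells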
Target sequence (Q96SD1 whole entry, looked up): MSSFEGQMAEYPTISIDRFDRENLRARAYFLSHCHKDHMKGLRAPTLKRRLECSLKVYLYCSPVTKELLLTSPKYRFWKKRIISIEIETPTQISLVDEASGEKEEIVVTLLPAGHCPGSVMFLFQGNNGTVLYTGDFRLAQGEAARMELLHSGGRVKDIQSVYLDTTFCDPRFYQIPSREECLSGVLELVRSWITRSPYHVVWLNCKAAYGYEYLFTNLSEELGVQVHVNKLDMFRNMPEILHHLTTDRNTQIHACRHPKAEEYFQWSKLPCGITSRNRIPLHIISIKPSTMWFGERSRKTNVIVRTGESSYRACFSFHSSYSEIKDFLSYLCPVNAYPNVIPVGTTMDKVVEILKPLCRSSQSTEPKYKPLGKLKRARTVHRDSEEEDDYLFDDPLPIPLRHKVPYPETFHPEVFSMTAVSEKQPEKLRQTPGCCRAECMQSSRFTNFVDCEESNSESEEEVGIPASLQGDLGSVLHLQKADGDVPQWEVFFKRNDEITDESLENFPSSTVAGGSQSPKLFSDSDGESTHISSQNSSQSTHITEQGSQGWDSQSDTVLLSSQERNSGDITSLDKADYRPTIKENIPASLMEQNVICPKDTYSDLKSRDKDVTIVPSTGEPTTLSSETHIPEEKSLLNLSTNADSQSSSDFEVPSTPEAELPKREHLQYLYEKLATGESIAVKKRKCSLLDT
The depositor's hits bear a star.

molecule | Artemis inh
C[C@@H](C(=O)Nc1nc(-c2ccccn2)cs1)N1C(=O)C2CCCCC2C1=O (stereo partly specified) | -3.6
O=C(Nc1ccc2c3c(cccc13)CC2)c1ccc(Br)o1 | -5.0
COC(=O)C1=C(C)NC(=O)CC1c1ccc(C(=O)OC)cc1 (stereo unspecified) | 0.6
O=C1C2C3c4ccccc4C(c4ccccc43)C2C(=O)N1Cc1ccco1 (stereo unspecified) | -1.3
S=C(Nc1ccc(Oc2ccccc2)cc1)NC1CCCCC1 | 6.1
Cc1ccc(C2CC(c3ccccc3OC(F)F)Nc3ncnn32)cc1 (stereo unspecified) | 3.2
Cn1c(=O)c2c(nc(N3CCN(c4ccccn4)CC3)n2Cc2ccc(Cl)cc2Cl)n(C)c1=O | -3.7
O=C(N/N=C\c1cn(-c2ccccc2)nc1-c1ccccc1)c1ccc2c(c1)OCO2 | 16.6
O=C(O)CNC(=O)C1COc2ccccc2O1 (stereo unspecified) | -1.4
Cc1ccc(C(C(=O)NC2CCCCC2)N(CC2CCCO2)C(=O)CNC(=O)c2ccco2)cc1 (stereo unspecified) | 13.8
CC1CCCCC1NC(=O)COn1nnc2ccc(Cl)cc21 (stereo unspecified) | 0.2
CS(=O)(=O)N1CCN(c2ccccc2NC(=O)c2cccc3ccccc23)CC1 | 0.4
O=C1NC(=O)C(Nc2cccc3ccccc23)S1 (stereo unspecified) | 1.4
CCOC(=O)Cn1c(=NC(=O)CSC(C)=O)sc2cc(OC)ccc21 | -4.1
COc1ccccc1-c1ccc(C(=O)O)o1 | -1.4
CCn1c(=S)ccc2ccc(OC)cc21 | -1.2
O=C(Cn1cnc2c(cnn2-c2ccc(Cl)cc2)c1=O)NCCc1ccccc1 | -3.2
CC(C)=C(NC(=O)c1ccco1)C(=O)NCCc1nc2ccccc2[nH]1 | -4.1
O=C(O)CCCN1C(=O)NC2NC(=O)NC21 (stereo unspecified) | -3.9
CCC(C)(C)n1nnnc1C(c1ccc(Cl)cc1)N1CCN(C)CC1 (stereo unspecified) | -7.0
O=c1[nH]c2cnccc2n1-c1ccccc1 | -6.5
CCOC(=O)c1cnc2c(Cl)cccc2c1NCCN(C)C | -2.1
Cc1nnc(SCc2nnc(-c3ccc(Cl)cc3)o2)n1-c1ccccc1 | 0.3
CCn1c(=O)c(C(=O)Nc2ccccc2S(N)(=O)=O)c(O)c2ccccc21 | 18.1
OC1CCN(c2c3c(nc4cc(-c5ccc(Cl)cc5)nn24)CCC3)CC1 | 3.9
O=C(COc1ccccc1)Nc1cc(C(F)(F)F)ccc1N1CCCC1 | 0.0
Cc1ccc(S(=O)(=O)N2CCN=C2c2ccccc2)cc1C | 3.3
O=C(O)c1cccc(NC(=O)C23CC4CC(C2)CC(n2cnc(Cl)n2)(C4)C3)c1 | -0.5
CCN1CCN(c2nc3c(C)cccn3c(=O)c2/C=C(\C#N)S(=O)(=O)c2ccccc2)CC1 | 11.7
COc1cccc(N2CCN(C(=O)c3ccc(=O)oc3)CC2C)c1 (stereo unspecified) | 16.6
Cc1ccc(C(=O)Nc2nc(=O)n(C(=O)c3ccccc3C)s2)cc1 | 6.6
COc1cc(C)c(Cl)cc1S(=O)(=O)NCC1CCCO1 (stereo unspecified) | -1.1
OCCN(CCO)CC(O)COc1ccc2c(c1)OCO2 (stereo unspecified) | -4.5
CCOC(=O)c1cccc(NC(=O)CN(c2ccc(C)cc2)S(=O)(=O)c2c(C)noc2C)c1 | 8.1
COc1ccc(C2CC(C(F)(F)F)n3nc(C(=O)O)c(Cl)c3N2)cc1OC (stereo unspecified) | 3.0
Cc1cc(C)n(-c2c(F)c(F)c(CN3CCOCC3)c(F)c2F)n1 | 7.8
Clc1ccc(C2=CSC3=NCCN23)cc1Cl | -4.2
CCCCCCn1c(N(CC)CC)nc2c1c(=O)[nH]c(=O)n2C | 3.6
CN(CCC#N)S(=O)(=O)c1ccc2c(c1)c(=O)n(C)c(=O)n2C | -5.9
O=C(NCc1ccco1)C(c1cccnc1)N(C(=O)Cn1nnc2ccccc21)c1ccc(F)cc1 (stereo unspecified) | 1.3

Entries above with a cyano group, in the order listed:
molecule | Artemis inh
CCN1CCN(c2nc3c(C)cccn3c(=O)c2/C=C(\C#N)S(=O)(=O)c2ccccc2)CC1 | 11.7
CN(CCC#N)S(=O)(=O)c1ccc2c(c1)c(=O)n(C)c(=O)n2C | -5.9

(cont.)
molecule | Artemis inh
CC(=NCCCN(C)C)C1=C(O)c2ccccc2C1=O | 0.3
O=S(=O)(CC(O)COc1ccccc1Cl)c1ccccc1 (stereo unspecified) | 4.1
Cc1cccc(NC(=O)Cn2c(=O)oc3ccccc32)c1 | -7.8
CC(=O)Nc1ccc(S(=O)(=O)NNC(=O)COc2ccc(C(C)(C)C)cc2)cc1 | 9.3
O=C(COC(=O)c1cnccn1)c1ccccc1 | -4.2
COc1cc(C(=O)N(CCc2ccccc2)C2CC3CCC(C2)N3C)cc(OC)c1OC (stereo unspecified) | -3.3
Cc1ccc(OCC(=O)Sc2ccc(C)cc2)cc1 | 2.7
CCN(CC)c1ccc2c(c1)OC(N)=C(C#N)C2c1cccnc1 (stereo unspecified) | -37.3
CCOc1cc(/C=C(/C#N)c2ccc(F)cc2)ccc1OCc1ccc(C(=O)O)o1 | 21.8
COc1ccc(S(=O)(=O)N(CC(=O)NCc2ccco2)c2ccccc2)cc1OC | -4.5
Cc1onc(-c2c(F)cccc2Cl)c1C(=O)N1CCCc2ccccc21 | -4.3
C=CCC(O)(CCN1CCCCC1)c1ccccc1 (stereo unspecified) | -0.8
Cc1cccc(C)c1NC(=O)C(NC=O)c1ccc(Cl)cc1 (stereo unspecified) | -7.9
O=C(COn1nnc2ccc(C(F)(F)F)cc21)Nc1nnc(-c2ccccc2)o1 | 3.9
CC1CN(c2oc(-c3cccs3)nc2C#N)CC(C)O1 (stereo unspecified) | 1.3
CCn1c(=O)c(C(=O)CN(C)Cc2cccc(OC)c2OC)c(N)n(Cc2ccccc2)c1=O | -8.7
NC(=O)Nc1ccc(F)cc1 | 1.2
Cc1ccc(C(=O)Nc2cccc(C(=O)O)c2)cc1S(=O)(=O)N1CCCCC1 | -12.6
C=CCc1ccc(OCCCOc2ccc(C)c(C)c2)c(OC)c1 | -3.2
CNc1nc(C)nc(-n2nc(C)cc2C)n1 | -0.7
CCC(=O)n1nc(-c2ccc(OC)cc2)nc1N | -5.8
COC(=O)C(NC(=O)c1ccc(F)cc1)(Nc1nc(C)cs1)C(F)(F)F (stereo unspecified) | -6.3
Cc1ccc(OCCn2cc(C#N)c3ccccc32)cc1 | -0.4
C=CCn1c(Sc2ccccc2)nc2c1c(=O)[nH]c(=O)n2C | 3.6
Cc1ccc2nc(SCc3cccc([N+](=O)[O-])c3)nc(C)c2c1 | 9.6
CCCc1cc(=O)n2c(nc3ccccc32)[nH]1 | 4.4
Cc1ccc(S(=O)(=O)N=C2SCCCS2)cc1 | 3.0
Cc1ccc(Oc2nc(-c3ccccc3)ncc2S(=O)(=O)c2ccc(C)cc2)cc1 | -4.5
CCCC(=O)Nc1c2c(nn1-c1ccc(OC)cc1)CS(=O)C2 (stereo unspecified) | -4.8
CCCOC(=O)C1=C(C)NC2=C(C(=O)CCC2)C1c1ccc(N(C)C)cc1 (stereo unspecified) | 4.7
CC1(C)CC(=O)C(C=NCC2CCN(C(=O)Nc3ccc(Cl)c(Cl)c3)CC2)=C(O)C1 | -0.2
CCOC(=O)CCc1c(C)nc2cc(C3CCCN(C(=O)OC(C)(C)C)C3)[nH]n2c1=O (stereo unspecified) | 9.2
CCCS(=O)(=O)N1CCCC(C(=O)NCCCOCC)C1 (stereo unspecified) | -3.3
CCCCn1nnnc1NCc1ccc(N2CCCC2)cc1 | 0.2
CCc1nnc(SCc2ccc(OC)c(Br)c2)n1N | -9.2
Cc1ccc(C(=O)NCC(=O)OCC(=O)c2c(N)n(C)c(=O)n(C)c2=O)s1 | -3.7
CS(=O)(=O)N1CCc2ccccc2C1 | -6.9
O=C1CC(N2CCN(c3nc4ccccc4s3)CC2)C(=O)N1c1ccc(F)cc1 (stereo unspecified) | 0.2
COCCNC(=O)CN(C(=O)CCC(=O)Nc1ccccn1)c1ccc(F)cc1 | 0.8
N#CC1(Cc2ccc([N+](=O)[O-])cc2)c2ccccc2C=CN1C(=O)c1ccccc1 (stereo unspecified) | 6.2

Ordered by length of the SMILES (rising): 5 of the compounds above
molecule | Artemis inh
Cc1ccc2nc(SCc3cccc([N+](=O)[O-])c3)nc(C)c2c1 | 9.6
COCCNC(=O)CN(C(=O)CCC(=O)Nc1ccccn1)c1ccc(F)cc1 | 0.8
O=C(Cn1cnc2c(cnn2-c2ccc(Cl)cc2)c1=O)NCCc1ccccc1 | -3.2
COc1ccc(S(=O)(=O)N(CC(=O)NCc2ccco2)c2ccccc2)cc1OC | -4.5
Cc1ccc(C(=O)NCC(=O)OCC(=O)c2c(N)n(C)c(=O)n(C)c2=O)s1 | -3.7

More structures follow.
canonical_smiles	Artemis inh
Cc1nccn1-c1ccc(C(F)(F)F)cc1NC=O	-1.1
O=C(CCN1C(=O)c2ccccc2C1=O)Oc1ccc2ccccc2c1	4.8
N#CCCN1CCN(S(=O)(=O)c2ccc3c(c2)OCCCO3)CC1	-2.1
COc1ccccc1NC(=O)CN1CCN(CC(=O)Nc2ccc(OCc3ccccc3)cc2)CC1	5.0
Cn1c(N)c(C(=O)CSc2ccc3c(c2)OCCO3)c(=O)n(C)c1=O	1.8
Cc1cc(-c2ccc(N3C(=O)CCC3=O)c(C)c2)ccc1N1C(=O)CCC1=O	-2.3
CCCC(=O)N1CCN(c2ccc(NC(=O)c3ccc(Br)o3)cc2)CC1	-3.4
O=C1c2ccccc2C(=O)N1CCCC(=O)N1CCc2ccccc21	-6.0
O=C(Nc1cnn(Cc2c(Cl)cccc2Cl)c1)C(c1ccccc1)c1ccccc1	-0.9
COc1ccc(CCNC(=O)c2ccc(NS(=O)(=O)c3c(C)noc3C)cc2)cc1OC	1.8
CCOC(=O)c1nnn(-c2nonc2N)c1CN(C)C1CCCCC1	-1.7
C=CCc1ccc(OCCOc2ccc(/C=N/n3cnnc3)cc2OCC)c(OC)c1	6.0
CN(c1ccc(C(=O)Nc2ccccc2C(F)(F)F)cc1)S(C)(=O)=O	-1.5
COc1ccc(-c2csc(Nc3cccnc3)n2)cc1	3.7
COc1ccc(NC(=O)c2c(NC(=O)CNCc3ccco3)sc3c2CCC3)c(OC)c1	6.9
c1ccc2c(c1)N1CCN=C1N2CCN1CCCCC1	-8.1
CSCCOC(=O)C1=C(C)NC(=O)CC1c1ccccc1Cl (stereo unspecified)	4.2
COc1ccc(C(=O)Nc2nnc(C(F)(F)F)s2)cc1	-2.1
CCCC(c1nnnn1C(C)(C)CC)N(Cc1ccco1)Cc1cc2ccc(OC)cc2[nH]c1=O (stereo unspecified)	13.7
CN(C)/C=C(/C#N)C(=O)c1cccc(Oc2ccc(C(C)(C)C)cc2)c1	4.5
CN(C(=O)Nc1ccccc1)C1CCS(=O)(=O)C1 (stereo unspecified)	-11.8
O=C(NCc1ccccc1)c1cccc(COc2ccc(Cl)cc2)c1	-0.6
Fc1cc2ncn(Cc3ccccc3)c2cc1F	-7.2
Cc1ccc(-c2csc3ncnc(N4CCN(C(=O)c5ccccc5)CC4)c23)cc1	6.8
CCOC(=O)c1cn(CC)c2cc(N3CCSCC3)c(F)cc2c1=O	0.5
Cc1cccc(-c2nc(CSCC(=O)N3CCN(Cc4ccc5c(c4)OCO5)CC3)c(C)o2)c1	-0.6
CCOC(=O)c1c(C)[nH]c(C=Nc2ccc(OC)cc2)c1O	10.3
CCc1ccc(N2C(=O)C3ON(c4ccccc4)C(c4ccco4)C3C2=O)cc1 (stereo unspecified)	-6.2
O=C(CCC1COc2ccccc2O1)N1CCCC1 (stereo unspecified)	-9.2
COc1ccc(Br)cc1/C=N/NC(=O)CNC(=O)/C=C/c1ccccc1	8.2
O=C(COc1nc2ccccc2nc1N1CCOCC1)N1CCc2ccccc21	-7.5
COCCn1c(SCC(=O)Nc2cc(C)on2)nnc1-c1ccco1	0.1
Cc1cccc2cc(CN(Cc3ccco3)C(=O)c3cccs3)c(=O)[nH]c12	6.3
COC(=O)Cn1cnc2ccccc2c1=O	0.6
O=c1[nH]c2cccc(Cl)c2n(CCNc2ncc(C(F)(F)F)cc2Cl)c1=O	6.9
Cc1cc(C(=O)CSc2nnc(-c3ccco3)o2)c(C)n1-c1ccc2c(c1)OCCO2	9.1
CCOC(=O)c1ccccc1NC(=O)c1ccccc1NS(C)(=O)=O	0.3
COc1ccc(NC(=O)CCN2CCCCCC2)cc1	0.7
CCOc1ccc(C(=O)OC2CCN(C)CC2)cc1	-6.3
CSc1ccc(S(=O)(=O)Nc2ccc(NC(C)=O)cc2)cc1	-10.7
Cc1ccsc1/C=C1\SC(N)=NC1=O	-3.3
Cc1nc(N)sc1Cc1ccc2c(c1)OCO2	-0.3
Cc1cc(NC(=O)C(C)(C)C)no1	-7.4
O=C1C(Nc2ccccc2)=C(N2CCCCC2)C(=O)c2ccccc21	39.2*
COc1cc2c(=O)n(CC3CCCO3)c(=O)n(CC(=O)Nc3cccc(Cl)c3)c2cc1OC (stereo unspecified)	0.1
c1ccc(-c2c(-c3ccccc3)n(Cc3ccco3)c3ncnc(NCCCn4ccnc4)c23)cc1	44.1*
COc1ccc(CCN2CNc3c(c(=O)n(C)c(=O)n3C)C2)cc1OC	3.0
Cc1cc(C)c2c(-n3cccc3)nn(C)c2n1	-14.1
CCC(C(=O)NC1CCCCC1)N(CC1CCCO1)C(=O)CNS(=O)(=O)c1ccc(OC)cc1 (stereo unspecified)	6.0
CCN(CC(=O)NCc1cccs1)S(=O)(=O)c1ccc(C(C)C)cc1	-2.5
O=C(NC1C(=O)NNC1c1ccccc1)c1ccccc1 (stereo unspecified)	-0.8
COc1ccc2cnn(Cc3ccccc3)c(=O)c2c1OC	2.9
CNS(=O)(=O)c1cccc(C(=O)OC2CCCCC2=O)c1 (stereo unspecified)	-14.5
Cc1cc(C)n(-c2nc3ccccc3nc2N2CCN(C(=O)c3ccccc3)CC2)n1	-3.2
S=c1[nH]nc(Cc2sc(-c3ccccc3)nc2-c2ccccc2)o1	15.0

Only part of the results is shown; the hit share may differ from the screen's.
